p-CIP stab down – p/CIP protein destabilization | F442A p/CIP-EGFP cells, EGFP fluorescence, 16 h | decrease of EGFP signal, % at 10 µM | 290,000 tested, 0.01% active | AID 1984;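 active means EGFP signal decrease of at least 30% at 10 µM or well 3 SD below plate mean, unless failing retest; inactive means the rest, including hits failing retest or dose response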; further: some compounds called inactive have numbers as strong as hits; many of its hits are not listed in these tables
NALP1 yeast inh – blocks the NALP1 inflammasome reconstituted in yeast. S. cerevisiae NALP1/ASC/caspase-1 growth, X-gal OD620, 72 h. inhibition, % at 10 µM. 280,000 tested, 0.61% active. AID 2071; in the data active means inhibition mostly above about 24%, no sharp cut-off; inactive means mostly below about 32%; further: some compounds called inactive have numbers as strong as hits
IMP-1 inhibitor – inhibitors of Pseudomonas aeruginosa IMP-1 metallo-beta-lactamase; purified IMP-1, nitrocefin hydrolysis, epi-absorbance fluorescence; inhibition, % at 5.6 µM; 290,000 tested, 0.45% active; AID 1556;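 active means inhibition above the mean plus 3 SD of all compounds in the same screening run, cut at about 4.5% in these data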;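 further: 0% = IMP-1 with DMSO and 100% = DMSO wells lacking enzyme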
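System: purified IMP-1 / Input: IMP-1 dispensed at 0.2 nM / Medium: 50 mM HEPES pH 7.1, 50 µM ZnSO4, 0.05% Brij 35 / Timing: 15 min enzyme–compound preincubation, then 25 min nitrocefin reaction, 25 °C / Technique: plate fluorescence quenching by hydrolysis product, ex 480/em 530 nm / Repeats: singlicate testing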
PfM18AAP inh – PfM18AAP enzyme inhibition. recombinant PfM18AAP, H-Glu-NHMec fluorogenic cleavage. inhibition, % at 7.35 µM. 290,000 tested, 1.2% active. AID 1822;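 active means inhibition above the campaign mean inhibition over all tested compounds plus 3 SD, cut at about 28% in these data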;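 further: 0% = plate median of test compound wells and 100% = 2 mM ZnCl2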
PHOSPHO1 inh – inhibitors of human PHOSPHO1 phosphatase; Q8TCT1; recombinant PHOSPHO1, absorbance phosphatase assay; inhibition, % at 13.3 µM; 290,000 tested, 1.1% active; in the data active means inhibition above about 60%
Target sequence (Q8TCT1 whole entry, looked up): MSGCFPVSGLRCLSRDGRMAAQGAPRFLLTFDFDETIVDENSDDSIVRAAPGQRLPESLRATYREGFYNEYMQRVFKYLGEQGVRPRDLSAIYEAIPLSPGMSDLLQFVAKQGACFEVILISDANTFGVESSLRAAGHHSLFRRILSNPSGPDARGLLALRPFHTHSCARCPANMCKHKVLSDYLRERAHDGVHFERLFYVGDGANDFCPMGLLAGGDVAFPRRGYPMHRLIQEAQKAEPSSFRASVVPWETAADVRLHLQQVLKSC
GPR7 antag – blocks human GPR7 receptor signaling; P48145; GPR7-expressing cells, fluorescence antagonist assay; inhibition, % at 4.4 µM; 290,000 tested, 1.1% active; AID 1861; in the data active means inhibition above about 16%, passing the limit was not always enough;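 further: cells stimulated with the agonist NPW; 0% = agonist with vehicle and 100% = vehicle without agonist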
Target sequence (P48145 whole entry, looked up): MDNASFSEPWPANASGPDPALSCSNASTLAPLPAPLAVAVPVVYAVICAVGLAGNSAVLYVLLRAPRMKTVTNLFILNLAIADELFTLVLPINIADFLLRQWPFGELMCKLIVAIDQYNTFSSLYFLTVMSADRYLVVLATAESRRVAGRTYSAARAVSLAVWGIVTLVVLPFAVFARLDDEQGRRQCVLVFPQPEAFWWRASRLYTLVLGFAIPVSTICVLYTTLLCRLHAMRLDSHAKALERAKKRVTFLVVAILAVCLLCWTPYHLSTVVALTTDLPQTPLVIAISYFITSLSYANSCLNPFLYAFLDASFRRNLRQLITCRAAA
IDE inh – inhibitors of human insulin-degrading enzyme in cells. inhibition, % at 5.59 µM. HEK cells, FAbetaB cleavage, fluorescence polarization. AID 434962. 320,000 tested, 0.41% active. P14735;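 active means percent inhibition above the average of all tested compounds plus 3 SD, set per screening campaign, cut at about 16% in these data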;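 further: IDE supplied by intact live HEK cells; FP after avidin binding of uncleaved biotin substrate so inhibition keeps polarization high; 0% = DMSO wells and 100% = 60 µM reference IDE inhibitor Ii1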
VIM-2 inhibitor – inhibitors of Pseudomonas aeruginosa VIM-2 metallo-beta-lactamase; purified VIM-2, nitrocefin hydrolysis, epi-absorbance fluorescence; inhibition, % at 5.6 µM; 290,000 tested, 0.89% active; AID 1527;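 active means inhibition above the mean of all tested compounds plus 3 SD, cutoff set per screening run, cut at about 7.5% in these data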;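 further: red hydrolysis product quenches plate fluorescence so inhibitors raise well fluorescence; 0% = enzyme with DMSO and 100% = DMSO without enzyme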
IDE act – boosts human insulin-degrading enzyme activity in HEK cells; P14735; FAbeta-B cleavage, fluorescence polarization; 0% vehicle, 100% cell-free pure enzyme wells; activation, % at 5.96 µM; 340,000 tested, 0.073% active; AID 493087;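 active means activation above the mean of all tested compounds plus 3 SD, set per screening campaign, cut at about 17% in these data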
* marks the source's active call; other numbers are inactive results; & = joins results of further samples.

What do the screens show for `Cc1ccc(CN2CCN(Cc3ccc(-n4cccn4)cc3C)CC2CCO)cc1` (configuration not stated)?
p-CIP stab down: 1; NALP1 yeast inh: 10; IMP-1 inhibitor: 0.3; PfM18AAP inh: -2; PHOSPHO1 inh: -2; GPR7 antag: -5; IDE inh: 0; VIM-2 inhibitor: -0.1; IDE act: 0

How did Cc1noc(NS(=O)(=O)c2ccc(N3Cc4ccccc4C3=O)cc2)c1C do in these assays?
p-CIP stab down: -8; NALP1 yeast inh: 20; IMP-1 inhibitor: -3.5; PfM18AAP inh: -3; PHOSPHO1 inh: 27; GPR7 antag: -6; IDE inh: -4; VIM-2 inhibitor: -2.4; IDE act: -3

Results for Cc1ccc(N(Cc2ccccc2F)S(C)(=O)=O)cc1C ?
p-CIP stab down: -15; NALP1 yeast inh: -6; IMP-1 inhibitor: -1.1; PfM18AAP inh: 2; PHOSPHO1 inh: 12; GPR7 antag: -2; IDE inh: -2; VIM-2 inhibitor: -1.6; IDE act: -6

Results for N/C(=N\OC(=O)/C=C/c1ccccc1Cl)c1ccccn1 ?
p-CIP stab down: -1; NALP1 yeast inh: 3; IMP-1 inhibitor: -3.2; PfM18AAP inh: -6; PHOSPHO1 inh: -3; GPR7 antag: 10; IDE inh: -2; VIM-2 inhibitor: -3.9; IDE act: -3

What do the screens show for `CCc1ccc(/C=C2/C(=O)N(c3ccccc3)C(=S)N2CC(=O)OC)s1`?
p-CIP stab down: -5; NALP1 yeast inh: 24; IMP-1 inhibitor: -3.1; PfM18AAP inh: -7; PHOSPHO1 inh: -4; GPR7 antag: 3; IDE inh: -5; VIM-2 inhibitor: -3.2; IDE act: 1

How did COc1ccc2oc(=O)c(C(=O)OCC(=O)c3ccc([N+](=O)[O-])cc3)cc2c1 do in these assays?
p-CIP stab down: -6; NALP1 yeast inh: 0; IMP-1 inhibitor: -1.8; PfM18AAP inh: 19; PHOSPHO1 inh: 20; GPR7 antag: -14; IDE inh: 10; VIM-2 inhibitor: -0.6

Results for O=C(CCNS(=O)(=O)c1ccc(Cl)cc1)N1CCCC1 ?
p-CIP stab down: -7; NALP1 yeast inh: 1; IMP-1 inhibitor: -4.3; PfM18AAP inh: -6; PHOSPHO1 inh: 8; GPR7 antag: -11; IDE inh: 7; VIM-2 inhibitor: -2.4; IDE act: 6

How did O=C1c2oc3ccc(F)cc3c(=O)c2C(c2cccc(O)c2)N1CCCN1CCOCC1 (configuration not stated) do in these assays?
p-CIP stab down: 6; NALP1 yeast inh: 27; IMP-1 inhibitor: 1.1; PfM18AAP inh: -2; PHOSPHO1 inh: -9; GPR7 antag: -15; IDE inh: 4; VIM-2 inhibitor: -0.1; IDE act: 1

Results for O=C(COC(=O)c1ccco1)c1ccc2ccccc2c1 ?
p-CIP stab down: -7; NALP1 yeast inh: -2; IMP-1 inhibitor: -1.2; PfM18AAP inh: 15; PHOSPHO1 inh: 1; GPR7 antag: -2; IDE inh: 1; VIM-2 inhibitor: -0.8; IDE act: 3

Results for C=CCc1ccc(OCCOCCNCCCC)c(OC)c1 ?
p-CIP stab down: -24; NALP1 yeast inh: 16; IMP-1 inhibitor: -5.7; PfM18AAP inh: 4; PHOSPHO1 inh: 9; GPR7 antag: 11; IDE inh: 3; VIM-2 inhibitor: -2.6; IDE act: 0

How did C=CCN(CC=C)S(=O)(=O)c1ccc(NC(=S)NC(=O)/C=C/c2cccc3ccccc23)cc1 do in these assays?
p-CIP stab down: -7; NALP1 yeast inh: 14; IMP-1 inhibitor: 0.1; PfM18AAP inh: 7; PHOSPHO1 inh: -20; GPR7 antag: 4; IDE inh: 2; VIM-2 inhibitor: -5.3; IDE act: 0

How did CCOc1cccc(CN2CCC(n3nccc3NC(=O)C3CCCC3)CC2)c1 do in these assays?
p-CIP stab down: -17; NALP1 yeast inh: 10; IMP-1 inhibitor: -2.1; PfM18AAP inh: -14; PHOSPHO1 inh: 14; GPR7 antag: -10; IDE inh: 1; VIM-2 inhibitor: 0.1; IDE act: -5

What do the screens show for `COC(=O)c1[nH]c2c(c1C)C(=O)CCC2`?
p-CIP stab down: -11; NALP1 yeast inh: 33*; IMP-1 inhibitor: -0.2; PfM18AAP inh: -1; PHOSPHO1 inh: -1; GPR7 antag: -14; IDE inh: -2; VIM-2 inhibitor: 0.2; IDE act: 5

What do the screens show for `Cc1ccc(CN2CCN(Cc3cnn(-c4ccc(F)cc4)c3)CC2CCO)o1` (configuration not stated)?
p-CIP stab down: -12; NALP1 yeast inh: 20; IMP-1 inhibitor: -4.0; PfM18AAP inh: 4; PHOSPHO1 inh: 1; GPR7 antag: 3; IDE inh: -1; VIM-2 inhibitor: -2.8; IDE act: 4

What do the screens show for `O=C(NCc1ccccc1)c1ccc(NC(=O)c2ccccc2F)cc1`?
p-CIP stab down: -1; NALP1 yeast inh: 6; IMP-1 inhibitor: -0.1; PfM18AAP inh: -4; PHOSPHO1 inh: -17; GPR7 antag: -4; IDE inh: 6; VIM-2 inhibitor: -1.9; IDE act: 5

What do the screens show for `COc1cccc(N2CCN(S(=O)(=O)c3ccc4c(c3)NC(=O)C(C)C(=O)N4)CC2)c1` (configuration not stated)?
p-CIP stab down: -8; NALP1 yeast inh: 5; IMP-1 inhibitor: -1.3; PfM18AAP inh: 4; PHOSPHO1 inh: -1; GPR7 antag: -17; IDE inh: 2; VIM-2 inhibitor: -2.3; IDE act: 5

How did CC1CCN(Cc2csc(N)n2)CC1 do in these assays?
p-CIP stab down: 1; NALP1 yeast inh: 7; IMP-1 inhibitor: -5.1; PfM18AAP inh: -6; PHOSPHO1 inh: 0; GPR7 antag: -10; IDE inh: 3; VIM-2 inhibitor: -1.7; IDE act: 3

What do the screens show for `CCOC(=O)c1c(-c2cccc([N+](=O)[O-])c2)cn2ccccc12`?
p-CIP stab down: 1; NALP1 yeast inh: -17; IMP-1 inhibitor: -0.7; PfM18AAP inh: -4; PHOSPHO1 inh: 32; GPR7 antag: -11; IDE inh: -1; VIM-2 inhibitor: 3.5; IDE act: 3

How did COC(=O)Cc1csc(N)n1 do in these assays?
p-CIP stab down: 1&2; NALP1 yeast inh: -10&24; IMP-1 inhibitor: 0.2&-2.4; PfM18AAP inh: 0&1; PHOSPHO1 inh: 17&-11; GPR7 antag: 9&-3; IDE inh: -4&2; VIM-2 inhibitor: -0.3&-2.9; IDE act: 5&6

What do the screens show for `COc1ccccc1N=Cc1nc(-c2ccccc2)oc1OC(C)=O`?
p-CIP stab down: -15; NALP1 yeast inh: 3; IMP-1 inhibitor: -1.3; PfM18AAP inh: -3; PHOSPHO1 inh: -19; GPR7 antag: -8; IDE inh: 3; VIM-2 inhibitor: -1.8; IDE act: 4

What do the screens show for `O=C1C(Nc2ccccc2)=CC(c2ccc(O)cc2)N1c1ccccc1` (configuration not stated)?
p-CIP stab down: -2; NALP1 yeast inh: 17; IMP-1 inhibitor: 0.8; PfM18AAP inh: -3; PHOSPHO1 inh: 15; GPR7 antag: -3; IDE inh: 4; VIM-2 inhibitor: 1.4; IDE act: 5

How did O=C(c1ccc([N+](=O)[O-])cc1)n1nc(-c2ccccc2)nc1NCc1ccccc1 do in these assays?
p-CIP stab down: -11; NALP1 yeast inh: 0; IMP-1 inhibitor: -1.9; PfM18AAP inh: -14; PHOSPHO1 inh: 2; GPR7 antag: -6; IDE inh: 8; VIM-2 inhibitor: -3.1; IDE act: -4

What do the screens show for `CC(O)CNc1nc2sc3c(c2c(=O)n1CCc1ccccc1)CCCCC3` (configuration not stated)?
p-CIP stab down: 1; NALP1 yeast inh: 25; IMP-1 inhibitor: -2.0; PfM18AAP inh: 12; PHOSPHO1 inh: -15; GPR7 antag: -8; IDE inh: -4; VIM-2 inhibitor: -1.2; IDE act: -3

What do the screens show for `CC(CCc1ccccc1)NC(=O)C1CCN(S(=O)(=O)c2cnc[nH]2)CC1` (configuration not stated)?
p-CIP stab down: 9; NALP1 yeast inh: 20; IMP-1 inhibitor: -0.9; PfM18AAP inh: -2; PHOSPHO1 inh: 4; GPR7 antag: -8; IDE inh: 1; VIM-2 inhibitor: -2.8; IDE act: 2

Results for COc1cccc(C(=O)Nc2ccc3nc(N4CCN(c5ncccn5)CC4)cc(C)c3c2)c1OC ?
p-CIP stab down: -11; NALP1 yeast inh: 15; IMP-1 inhibitor: -1.5; PfM18AAP inh: 1; PHOSPHO1 inh: 7; GPR7 antag: -22; IDE inh: 5; VIM-2 inhibitor: -3.3

How did COc1cc(-c2cc(C(=O)Nc3ccc(S(=O)(=O)Nc4ncccn4)cc3)c3ccccc3n2)cc(OC)c1OC do in these assays?
p-CIP stab down: -8; NALP1 yeast inh: 6; IMP-1 inhibitor: -2.6; PfM18AAP inh: 3; PHOSPHO1 inh: 32; GPR7 antag: -10; IDE inh: 3; VIM-2 inhibitor: -3.2; IDE act: 5

Results for CCCCNC(=O)COC(=O)c1c2c(nc3ccccc13)CCC2 ?
p-CIP stab down: -16; NALP1 yeast inh: 10; IMP-1 inhibitor: -1.5; PfM18AAP inh: -2; PHOSPHO1 inh: 22; GPR7 antag: -9; IDE inh: 3; VIM-2 inhibitor: -2.1; IDE act: -3

How did COC(=O)c1ccccc1S(=O)(=O)N1CCC(NC(=O)c2ccccc2)CC1 do in these assays?
p-CIP stab down: 2; NALP1 yeast inh: 7; IMP-1 inhibitor: -1.9; PfM18AAP inh: -1; PHOSPHO1 inh: 28; GPR7 antag: -15; IDE inh: -1; VIM-2 inhibitor: -0.6; IDE act: 4

How did c1ccc2[nH]c(NCCN3CCOCC3)nc2c1 do in these assays?
p-CIP stab down: -4; NALP1 yeast inh: 16; IMP-1 inhibitor: -2.3; PfM18AAP inh: -15; PHOSPHO1 inh: -7; GPR7 antag: -11; IDE inh: -1; VIM-2 inhibitor: -4.0; IDE act: 0

What do the screens show for `O=c1c2ccccc2c2c(O)nc(-c3ccccc3)n2n1Cc1ccccc1`?
p-CIP stab down: 7; NALP1 yeast inh: -1; IMP-1 inhibitor: 0.4; PfM18AAP inh: -4; PHOSPHO1 inh: 20; GPR7 antag: -13; IDE inh: 0; VIM-2 inhibitor: -3.9; IDE act: 5

How did C/C(=N/NC(N)=S)c1ccccc1[N+](=O)[O-] do in these assays?
p-CIP stab down: -10; NALP1 yeast inh: -1; IMP-1 inhibitor: -3.4; PfM18AAP inh: -2; PHOSPHO1 inh: -15; GPR7 antag: -4; IDE inh: -4; VIM-2 inhibitor: -2.5; IDE act: -4

How did CN(C(=O)CSc1nnc(N)s1)c1c(N)n(Cc2ccccc2)c(=O)[nH]c1=O do in these assays?
p-CIP stab down: -14; NALP1 yeast inh: -3; IMP-1 inhibitor: -2.1; PfM18AAP inh: -3; PHOSPHO1 inh: 32; GPR7 antag: -3; IDE inh: -2; VIM-2 inhibitor: -0.7; IDE act: -3

What do the screens show for `CN(C(=O)CS(=O)(=O)c1cn(CC(=O)N2CCOCC2)c2ccccc12)c1ccccc1`?
p-CIP stab down: 10; NALP1 yeast inh: -8; IMP-1 inhibitor: -2.4; PfM18AAP inh: 0; PHOSPHO1 inh: 6; GPR7 antag: -20; IDE inh: 2; VIM-2 inhibitor: -1.0; IDE act: -5

Bioassay records: PubChem BioAssay, several laboratories
